# G6PDH counter: L. mesenteroides G6PDH inhibitors, counter-screen for G6PDH-coupled screening assays, biochemical, Leuconostoc mesenteroides enzyme; glucose-6-phosphate dehydrogenase [Leuconostoc mesenteroides]; Purified L. mesenteroides G6PDH, diaphorase/resazurin coupled fluorescence, 45 min; inhibition, % at 5 µM; 0.12% of 200,000 active; AID 1020, 2008; in the data active means inhibition above about 50%
# Diaph act CS: compounds boosting diaphorase resazurin reduction – biochemical, uHTS, resorufin fluorescence, counter-screen for diaphorase-coupled primary assays, primary screen | Diaphorase/resazurin coupled assay, 16 min; hits give high values; 1 = vehicle wells, 0 = NADH-free wells | activation factor at 20 µM | 0.005% of 190,000 active | AID 1229, 2008;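 active means diaphorase activity raised at least twofold by the compound at 20 µM; inactive means activation factor below 2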
#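 test system = bacterial diaphorase enzyme (C. kluyveri) | quantity = enzyme 0.07 U/mL final | reagent = NADH substrate 0.114 mM plus resazurin dye 0.1 mM, final | incubation = 16 min enzyme reaction, ambient temperature | buffer or medium = HEPES pH 7.4 buffer with MgCl2 and Tween 20 | signal = fluorescence of resorufin, 544 nm excitation, 590 nm emission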
# Diaphorase inh: diaphorase inhibitors and chemical oxidizers, primary screen, counter-screen for diaphorase-coupled primary assays, biochemical, uHTS, resorufin fluorescence; diaphorase resazurin-to-resorufin fluorescence, NADH, 16 min; bacterial (C. kluyveri) enzyme, not human; inhibition, % at 20 µM; 0.69% of 190,000 active; AID 1217, 2008;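 active means primary screen inhibition at 20 µM above a set limit, cut at about 50% in these data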;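 further: plate controls were DMSO with full reaction for no effect and wells lacking NADH for full effect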
#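 Test system: bacterial diaphorase enzyme (C. kluyveri); Quantity: 0.14 U/mL diaphorase, enzyme working solution; Times: reaction incubation of 16 min at room temperature; Measured by: fluorescence of resorufin formed from resazurin, Ex 544/Em 590 nm; Benchmarks: positive control minus NADH, DMSO neutral control.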
# Efa HMGR inh: inhibitors of E. faecalis class II HMGR, primary screen, biochemical, Enterococcus faecalis | 0.41% of 190,000 active | HMG-CoA reductase (Enterococcus faecalis, mvaE) | inhibition, % at 10 µM | purified E. faecalis HMGR, NADPH absorbance 340 nm kinetic;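 active means inhibition above a set limit, the median over all tested compounds plus 3 SD, cut at about 9.5% in these data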;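 further: enzyme runs in reverse so mevalonate oxidation gives rising NADPH absorbance; 0% = complete reaction with DMSO and 100% = background rate lacking mevalonate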
# PMI activator: activators of human PMI, primary screen, biochemical, fluorescence intensity, near-Km mannose 6-phosphate | Mannose-6-phosphate isomerase (Homo sapiens), P34949 | 0.005% of 190,000 active | AID 1214, 2008 | purified human PMI, coupled resazurin fluorescence, 20 min; hits give high values; 1 = vehicle control, 0 substrate-free wells | activation factor at 20 µM;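 active means activation factor of 2 or more at 20 µM, relative to plate controls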
# Target sequence (P34949 whole entry, looked up): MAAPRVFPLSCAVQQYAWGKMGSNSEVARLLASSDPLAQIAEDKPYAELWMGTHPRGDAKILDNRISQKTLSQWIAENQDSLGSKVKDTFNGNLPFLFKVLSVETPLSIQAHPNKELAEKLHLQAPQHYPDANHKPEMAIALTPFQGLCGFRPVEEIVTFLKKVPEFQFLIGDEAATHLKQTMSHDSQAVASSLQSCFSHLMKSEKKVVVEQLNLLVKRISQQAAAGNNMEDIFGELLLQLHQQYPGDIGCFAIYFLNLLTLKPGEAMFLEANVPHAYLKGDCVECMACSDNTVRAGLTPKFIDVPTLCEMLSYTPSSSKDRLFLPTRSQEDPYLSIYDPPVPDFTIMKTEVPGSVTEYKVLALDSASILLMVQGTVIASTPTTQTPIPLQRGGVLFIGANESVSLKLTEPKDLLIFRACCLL
# TNAP inh no acc: human TNAP enzyme inhibitors, primary screen, biochemical, luminescent, no phosphate acceptor, uHTS; Alkaline phosphatase, tissue-nonspecific isozyme (Homo sapiens), P05186; purified TNAP, CDP-star luminescence, 30 min; inhibition, % at 20 µM; 0.26% of 200,000 active;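 active means tissue-nonspecific alkaline phosphatase inhibition above about 50% at 20 µM in the single-dose screen, limit read from the data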;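 further: 0% = DMSO negative control and 100% = EDTA positive control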
# Target sequence (P05186 whole entry, looked up): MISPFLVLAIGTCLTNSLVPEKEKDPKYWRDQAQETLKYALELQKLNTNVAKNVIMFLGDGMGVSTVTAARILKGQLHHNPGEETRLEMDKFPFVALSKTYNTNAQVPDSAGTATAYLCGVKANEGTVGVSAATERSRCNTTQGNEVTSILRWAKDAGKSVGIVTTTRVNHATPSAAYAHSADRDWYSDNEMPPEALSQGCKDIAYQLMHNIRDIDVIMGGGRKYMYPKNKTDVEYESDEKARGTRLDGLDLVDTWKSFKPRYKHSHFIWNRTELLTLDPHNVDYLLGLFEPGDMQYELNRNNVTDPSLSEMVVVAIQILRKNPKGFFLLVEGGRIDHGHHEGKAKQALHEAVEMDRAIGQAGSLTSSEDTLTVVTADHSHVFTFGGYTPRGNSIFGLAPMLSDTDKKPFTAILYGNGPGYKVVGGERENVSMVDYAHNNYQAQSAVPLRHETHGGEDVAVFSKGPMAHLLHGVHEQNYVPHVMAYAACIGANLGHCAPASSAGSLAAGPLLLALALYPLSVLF
# TNAP inh hi DEA: human TNAP enzyme inhibitors, primary screen, biochemical, luminescent, high phosphate acceptor level, uHTS. Alkaline phosphatase, tissue-nonspecific isozyme (Homo sapiens), P05186. purified TNAP, CDP-star luminescence, 1 M DEA. inhibition, % at 20 µM. 0.03% of 200,000 active. AID 1135, 2008;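 active means over 50% inhibition of tissue-nonspecific alkaline phosphatase at 20 µM in the single-dose screen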;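 further: plate controls were DMSO wells for no effect and EDTA-quenched wells as full inhibition for full effect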
# FLuc act counter: FLuc activators, initial screening, artefact control for FLuc-dependent activation tests, biochemical, ATPlite luminescence; 200,000 tested, under 10 active; activation factor at 10 µM; Luciferin 4-monooxygenase (Photinus pyralis), P08659; ATPlite luciferase biochemical, 10 min; 0 = ATP-free wells, 1 = DMSO control;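 active means luciferase activation factor, scaled between plate controls, of at least 2 with compound at 10 µM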
#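 Material: luciferase plus luciferin reagent, cell-free. Medium: PBS buffer for ATP. Also added: ATP substrate, dispensed from a 10.24 µM working solution in PBS. Doses: test compounds dosed from 2 mM stocks in 100% DMSO. Incubation: 10 min post-reagent at room temperature. Technique: light output (luminescence). Read-out basis: luminescence gain marking luciferase activators.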
# PMI act hi M6P: human PMI activators, high substrate, primary screen, biochemical, fluorescence intensity, near-saturating mannose 6-phosphate. 0.34% of 190,000 active. Mannose-6-phosphate isomerase (Homo sapiens), P34949. coupled PMI enzyme assay, resazurin fluorescence, 20 min; hits give high values; 1 = untreated enzyme, 0 = substrate-free blank. activation factor at 20 µM;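 active means activation factor of 2 or more at 20 µM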
#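 Test system: Human PMI in coupled enzyme assay | Input: 15 ng/mL PMI | Medium: HEPES-buffered pH 7.4 with magnesium and detergent | Compound: One concentration, 20 µM, in 1% DMSO | Incubation: Enzyme reaction with compound 20 min at room temperature | Detection: Diaphorase-driven resazurin-to-resorufin fluorescence, excitation 544, emission 590 nm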
# TNAP act hiacc: TNAP activators at high phosphate acceptor level, primary screen, biochemical, luminescence, uHTS | AID 1136, 2008 | purified TNAP, CDP-star luminescence, 1 M DEA, 30 min; hits give high values; 0 = EDTA background, 1 = DMSO-only activity | activation factor at 20 µM | 200,000 tested, under 10 active | Alkaline phosphatase, tissue-nonspecific isozyme (Homo sapiens), P05186;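 active means activation factor at least 2 at 20 µM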
#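 Test system – human TNAP · Doses – 20 µM single point · Incubation – 30 min, room temperature · Signal – luminescent substrate turnover signal · Read-out basis – activation factor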
# Starred values were filed as active, the others as inactive; . = not tested or not shown.
# Each structure is followed by: G6PDH counter	Diaph act CS	Diaphorase inh	Efa HMGR inh	PMI activator	TNAP inh no acc	TNAP inh hi DEA	FLuc act counter	PMI act hi M6P	TNAP act hiacc
CCOC(=O)N1CCN(S(=O)(=O)c2ccc3c(c2)oc(=O)n3C)CC1
  -10.6	1	2.9	-2.4	0.9	-11.8	1.3	1.1	0.9	1
CCOC(=O)c1cccc(NC(=O)CSc2nnc(-c3cccnc3)n2CC)c1
  27.0	0.9	8.6	-1.0	0.9	-4.3	-1.8	0.9	0.9	1
CC(C)C(C(=O)NC(C)(C)C)N1C(=O)c2ccccc2C1=O (stereo unspecified)
  2.2	1	-3.7	-1.8	1	-7.9	14.6	1	1	0.9
N=C(N)SCc1cn(-c2ccccc2)nc1-c1ccc(Br)cc1
  -3.4	1.7	-65.9	1.9	0.9	23.7	5.2	1.1	1	0.9
CSc1c(CC(=O)Nc2ccccc2Cl)n(Cc2ccccc2)c2ccccc12
  5.6	1	-3.2	-4.0	1	-12.2	-5.2	1	1.1	1.1
O=C(CCn1c(=O)c2ccccc2n(Cc2cc(=O)n3ccccc3n2)c1=O)NCc1ccco1
  0.8	0.9	11.3	-0.6	1.1	-8.5	-5.7	1.1	1.1	1.1
O=C(Nc1cccc(-c2cn3cccnc3n2)c1)c1ccc(Br)o1
  -1.4	0.8	21.7	-3.4	1	-6.4	-5.1	1	1	1.1
CC(=O)N=c1sc2nc3ccccc3nc2n1N(C(C)=O)C(C)=O
  1.2	0.9	7.6	-1.1	1.1	-3.9	-1.6	1	1.2	1
Clc1ccccc1COc1ccc(/C=N/n2cnnc2)cc1
  2.8	0.9	12.7	-4.6	0.9	-3.2	2.8	1	1	1
COc1ccc2c(c1)c(=O)oc1cc(OCC(=O)N3CCCC(C)C3)ccc12 (stereo unspecified)
  -74.0	0.7	25.7	-6.3	0.9	-5.6	3.5	0.9	0.8	1
Cc1ccc(C)c(OCC(=O)Nc2c[nH]c(=O)[nH]c2=O)c1
  3.2	1	4.6	-4.8	0.9	-14.2	-1.0	1	1	1
Cc1cc(C(F)F)n2ncc(C(=O)NCc3ccccc3)c2n1
  1.1	1	2.5	-1.7	1	-2.1	1.7	0.9	1	1
CC1(C)C([N+](=O)[O-])C(c2ccc(Cl)cc2)NC(c2ccc(Cl)cc2)C1[N+](=O)[O-] (stereo unspecified)
  -6.1	0.8	19.9	-6.2	0.8	-0.9	-3.8	1.1	0.9	1
COc1ccccc1CNC(=O)CCn1c(=O)sc2ccccc21
  -0.8	0.9	9.8	0.4	1.2	-12.3	-6.2	1.1	1.1	1.1
c1ccc(OCCOCCN2CCOCC2)cc1
  -5.5	0.9	5.2	-8.7	1	-16.1	-6.2	1	1.1	1.1
C=CCn1c(C(CC(C)C)CC(C)O)n[nH]c1=S (stereo unspecified)
  1.0	0.8	16.4	-3.6	0.9	20.1	-1.1	1	0.9	1
O=C(/C=C/c1ccco1)NC(=S)Nc1ccc(N2CCOCC2)c(Cl)c1
  2.7	0.9	9.2	-2.6	1	-9.1	-4.8	1	1	1
CC(Nc1ccccc1)C(=O)Nc1ccc(F)cc1 (stereo unspecified)
  4.2	1	-1.8	-12.5	1.1	-21.4	-1.1	1	1.1	1
COc1ccc(C(=O)NC2CCCc3ccccc32)cc1S(=O)(=O)N1CCOCC1 (stereo unspecified)
  1.3	0.9	5.7	-5.9	1.1	-20.6	-5.4	1.1	1	1.1
COC(=O)c1ccc(/C=C/c2ccc3cccc(OC)c3n2)cc1
  -13.3	0.8	21.4	0.2	0.8	-6.9	-2.4	0.8	0.9	1
COc1cccc(NC(=O)c2cccnc2)c1
  9.8	0.9	11.3	-3.3	0.9	-5.3	0.9	1	0.9	1
Fc1cccc(Cl)c1CSc1ncn[nH]1
  5.5	0.9	5.1	-2.1	1.1	18.9	1.1	1	1	1
CC12CN3CC(C)(CN(C1)C3c1ccccc1Cl)C2O (stereo unspecified)
  -1.8	1	-4.8	-0.8	1.1	-9.0	-1.6	1	1.1	1
C/C(=N/Nc1nc(-c2ccccc2)cc(-c2ccc(F)cc2)n1)c1cccc(N)c1
  -26.9	0.9	8.8	-11.5	0.9	-10.7	2.8	0.6	1	1
COc1ccc(CNC(=O)CN(c2ccccc2)S(=O)(=O)N(C)C)cc1
  -4.4	0.9	8.8	-2.7	0.9	-2.1	1.1	1	0.9	1
COC(=O)NNC(=O)c1ccc(C)cc1
  -4.0	1.1	-6.4	-1.8	1	1.7	7.8	1	1.1	0.9
COc1cccc(C(=O)NCc2n[nH]c(=S)n2-c2cccc(C)c2)c1
  -2.4	0.9	11.6	-0.9	1	1.9	0.7	1	1	1
COCCNC(=S)N/N=C(\C)CCc1ccc2c(c1)OCO2
  4.3	0.9	6.3	-3.0	1.1	-12.8	0.6	1	1.1	1
Cc1ccc(S(=O)(=O)NCC2CCC(C(=O)NCc3cccs3)CC2)cc1 (stereo unspecified)
  1.7	0.9	10.9	-5.3	1.1	-7.7	-1.1	1.1	1	1
COc1cccc(C(C)NC(=O)Nc2cccc(C(F)(F)F)c2)c1 (stereo unspecified)
  9.0	1	1.4	-8.4	0.9	-21.7	-9.1	1	1	1.1

# No new results follow: an excerpt of the list.
# Each structure is followed by: G6PDH counter	Diaph act CS	Diaphorase inh	Efa HMGR inh	PMI activator	TNAP inh no acc	TNAP inh hi DEA	FLuc act counter	PMI act hi M6P	TNAP act hiacc
C=CCn1c(C(CC(C)C)CC(C)O)n[nH]c1=S (stereo unspecified)
  1.0	0.8	16.4	-3.6	0.9	20.1	-1.1	1	0.9	1
O=C(/C=C/c1ccco1)NC(=S)Nc1ccc(N2CCOCC2)c(Cl)c1
  2.7	0.9	9.2	-2.6	1	-9.1	-4.8	1	1	1

# (further entries)
# Each structure is followed by: G6PDH counter	Diaph act CS	Diaphorase inh	Efa HMGR inh	PMI activator	TNAP inh no acc	TNAP inh hi DEA	FLuc act counter	PMI act hi M6P	TNAP act hiacc
COc1ccc(N2CCN(C(=O)Cn3nnc(-c4ccc(N(C)C)cc4)n3)CC2)cc1
  5.6	1.1	-12.3	-2.9	1.2	-14.1	-5.3	1.1	1.1	1.1
O=C(NCCCn1ccnc1)c1cc(S(=O)(=O)N2CCOCC2)ccc1F
  3.6	1	0.8	-1.4	1	-11.9	-8.4	1.1	1.1	1.1
Clc1ccc(COc2ccccn2)c(Cl)c1
  -4.2	0.8	16.4	1.0	0.9	-9.0	-8.0	1.1	0.9	1.1
CCCn1c(SCC(=O)c2cc(OC)ccc2OC)nnc1-c1ccco1
  4.9	1	2.2	-1.2	1.1	-5.6	-2.2	1	1.1	1
c1ccc(-c2ccccc2OCCOCCN2CCc3ccccc3C2)cc1
  12.6	0.9	7.3	-0.7	1	-6.3	-4.1	1.1	0.9	1
CCOC(=O)c1c(NC(=O)c2ccc(C)cc2)sc2c1CC(C)(C)OC2
  -2.6	0.9	14.4	-1.1	1	-3.2	4.5	1	1	1
CCc1cc(C(=O)OC)c(NC(=O)CC2Nc3cc(C)c(C)cc3NC2=O)s1 (stereo unspecified)
  -23.9	1	4.5	-4.3	1	-5.2	15.3	1	1	0.8
COc1ccc(C2CC(c3cccs3)=NN2c2ccc(F)cc2)cc1OC (stereo unspecified)
  -0.8	0.7	30.9	-8.2	1.4	-44.2	-23.6	1	2.2*	1.2
COc1ccc(S(=O)(=O)Cc2ccc(C(=O)N3CCN(c4ccccn4)CC3)o2)cc1
  1.2	0.8	22.2	-0.6	0.9	-3.7	-0.8	1	0.8	1
Cc1cccc(N=Nc2c(C)c(C#N)c(O)[nH]c2=O)c1
  13.7	0.8	15.1	-2.6	0.9	-2.1	19.7	1	0.9	0.8
Cc1ccc(CNC(=O)CCc2c(C)nc3ncnn3c2C)cc1
  9.2	0.9	8.4	-11.3	1	-1.5	6.0	1	1	0.9
O=S(=O)(Nc1ccc2nc(C(F)(F)F)[nH]c2c1)c1ccccc1
  9.8	0.8	15.8	-10.1	1	-9.6	-2.4	1	0.9	1
COc1cccc(NC(=O)N2CCN(c3ccc(C(F)(F)F)cn3)CC2)c1
  2.1	0.7	26.7	-7.0	0.9	-3.7	-1.2	1	0.9	1
C=C(C)CNC(=S)NNC(=O)CCn1c2ccc(Cl)cc2c2cc(Cl)ccc21
  -21.0	0.9	14.7	-2.0	0.9	-66.5	5.5	1	1	0.9
COc1cc2ncnc(NCc3ccc(C)cc3)c2cc1OC
  17.0	1.2	-19.0	-0.4	1	13.5	-4.2	1	1.1	1
O=[N+]([O-])c1ccccc1/C=N/n1c(C2CCCCC2)n[nH]c1=S
  10.0	0.9	11.8	1.6	0.9	11.1	0.4	1	0.9	1
CC(C)C(=O)Nc1nnc(SCC(=O)NCc2ccco2)s1
  -5.8	0.8	15.2	-2.2	1	-21.0	-0.3	1.1	1	1
COc1ccc(CN2CNc3c(c(=O)n(C)c(=O)n3C)C2)cc1
  2.5	0.9	8.1	-4.6	1	-0.5	-0.9	1	1	1
CN(Cc1nccn1C)C(=O)CCc1nnc(CCC2CCCCC2)o1
  14.0	.	.	-2.2	.	-3.8	-1.3	1.1	.	1
Cc1ccc(Nc2ccc(-n3ccnc3)nn2)cc1C
  1.9	0.8	17.1	2.8	0.9	-9.7	-6.2	0.9	0.9	1.1
Cc1cc2ccccc2n2c(SCC(=O)Nc3ccc(S(=O)(=O)N4CCCCC4)cc3)nnc12
  14.9	0.8	24.6	0.1	0.9	-18.9	-0.5	1.1	1	1
CCN(CC)C(=O)CN(c1cc(Cl)ccc1OC)S(C)(=O)=O
  4.9	1	-0.4	-4.5	1.1	-5.3	1.4	1.1	1.1	1

# Bioassay records (PubChem)
